Assay outcomes: PubChem BioAssay, National Center for Advancing Translational Sciences (NCATS)
NPC1 promoter act – activates the NPC1 promoter | Huh7 NPC1 promoter luciferase reporter, 24 h | Potency, µM (series often up to 9.22 µM), for inactives: at the highest dose activation, usual class: activators | hit rate 2.4% among 320,000;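 note: % of control where 0% means no effect; nearly all actives have a fitted effect of over 60% in size; reporter is driven by a mutant NPC1 promoter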
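Luminescence read-out of NPC1 promoter-driven luciferase in stably transfected Huh7 cells; compounds delivered in DMSO and left 24 h at 37C, 5% CO2, qHTS titration format.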
BRCA1 expr up – activators of BRCA1 expression. Potency, µM (highest dose often 46.1 µM), for inactives: at the highest dose activation, most hits filed as activators. MCF7-BRCA1-FFLuc reporter, luminescence, 48 h; response scale: scaled: vehicle 0%, 10 µM genistein 100%. hit rate 1.1% among 380,000; note: nearly all actives have a fitted effect of over 80% in size; some results filed as inactive show a strong effect at the top dose
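48 h compound treatment of MCF7-BRCA1-FFLuc cells (phenol-red free MEM, 37 °C), then 15 min with luciferase substrate and luminescence imaging.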
MBNL1-CUG inh – blocks human MBNL1 binding to CUG repeat RNA; TR-FRET MBNL1-His/biotin-(CUG)12 binding, 665/545 ratio; hit rate 0.036% among 280,000; Potency, µM (top dose mostly 57.5 µM), for inactives: top-dose activity change, negative = inhibition, hits mostly inhibitors; active = well fitted inhibition curve with a large enough effect in the signal ratio, with a control signal flat, not every such curve was filed as active; inconclusive = small, poorly fitted or top-dose-only effect, or effect the other way, or a change in a side signal; inactive = no such curve, though single readings can be large or run the other way; the % refers to the signal ratio; note: % is set by controls: 0 for no effect and ±100 for the full control effect
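TR-FRET readout: Ex 340 nm, 665/545 nm emission ratio, normalized to buffer-only (basal) and MBNL1-(CUG)12 controls. Complex of MBNL1-His with Biotin-(CUG)12, compounds 92 nM–58 uM, incubated 60 min at room temperature.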
FLuc modulator – counter-screen for miR-21 project: firefly luciferase inhibitors or activators | hit rate 6.9% among 360,000 | purified FLuc, Km substrates, luminescence inhibition | Potency, µM (highest dose often 57.5 µM), for inactives: at the highest dose activity change, negative = inhibition, usual class: inhibitors | P08659;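 note: plate controls were vehicle for no effect and reference inhibitor for full effect; nearly all actives have a fitted effect of over 55% in size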
Target sequence (P08659 whole entry, looked up): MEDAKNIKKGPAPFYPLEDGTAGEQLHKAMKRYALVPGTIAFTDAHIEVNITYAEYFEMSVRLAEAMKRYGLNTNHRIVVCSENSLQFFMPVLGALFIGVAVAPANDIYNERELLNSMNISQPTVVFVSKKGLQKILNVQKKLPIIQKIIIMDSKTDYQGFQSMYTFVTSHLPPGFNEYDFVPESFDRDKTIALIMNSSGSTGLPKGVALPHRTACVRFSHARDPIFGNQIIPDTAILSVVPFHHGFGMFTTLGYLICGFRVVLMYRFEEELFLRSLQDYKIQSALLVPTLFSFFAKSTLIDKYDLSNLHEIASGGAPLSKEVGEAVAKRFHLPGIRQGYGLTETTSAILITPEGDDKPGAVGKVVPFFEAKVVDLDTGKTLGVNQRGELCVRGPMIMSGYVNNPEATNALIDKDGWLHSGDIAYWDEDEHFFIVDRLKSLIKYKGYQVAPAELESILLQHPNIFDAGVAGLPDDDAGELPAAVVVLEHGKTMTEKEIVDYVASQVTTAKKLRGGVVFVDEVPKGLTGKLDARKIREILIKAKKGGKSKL
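Biochemical qHTS of compounds, final roughly 60 µM downward over six points, against 10 nM purified firefly luciferase using Km concentrations of substrates (10 uM D-luciferin, 10 uM ATP) in Tris acetate pH 7.5 buffer; luminescence output.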
Gal4-VP16 FLuc – Gal4-VP16 reporter inhibition counter-screen. Drosophila S2 Gal4-VP16 UAS-luciferase, luminescence, 20 h. Potency, µM (highest dose often 53.6 µM), for inactives: at the highest dose activity, negative = inhibition, actives largely listed as inhibitors. hit rate 3.5% among 310,000;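 note: Gal4-VP16 expression switched on by copper sulfate through the metallothionein promoter; % is set by controls: 0 for no effect and ±100 for the full control effect; nearly all actives have a fitted effect of over 50% in size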
RORg inh – inhibitors of mouse ROR gamma transcriptional activity; Drosophila S2 Gal4-RORgamma UAS-luciferase reporter, 20 h; Potency, µM (highest dose often 53.6 µM), for inactives: at the highest dose activity change, negative = inhibition, actives largely listed as inhibitors; hit rate 5.4% among 310,000; AID 2551; P51450; note: % is set by controls: 0 for no effect and ±100 for the full control effect; nearly all actives have a fitted effect of over 60% in size
Target sequence (P51450 whole entry, looked up, the tested form may be a part): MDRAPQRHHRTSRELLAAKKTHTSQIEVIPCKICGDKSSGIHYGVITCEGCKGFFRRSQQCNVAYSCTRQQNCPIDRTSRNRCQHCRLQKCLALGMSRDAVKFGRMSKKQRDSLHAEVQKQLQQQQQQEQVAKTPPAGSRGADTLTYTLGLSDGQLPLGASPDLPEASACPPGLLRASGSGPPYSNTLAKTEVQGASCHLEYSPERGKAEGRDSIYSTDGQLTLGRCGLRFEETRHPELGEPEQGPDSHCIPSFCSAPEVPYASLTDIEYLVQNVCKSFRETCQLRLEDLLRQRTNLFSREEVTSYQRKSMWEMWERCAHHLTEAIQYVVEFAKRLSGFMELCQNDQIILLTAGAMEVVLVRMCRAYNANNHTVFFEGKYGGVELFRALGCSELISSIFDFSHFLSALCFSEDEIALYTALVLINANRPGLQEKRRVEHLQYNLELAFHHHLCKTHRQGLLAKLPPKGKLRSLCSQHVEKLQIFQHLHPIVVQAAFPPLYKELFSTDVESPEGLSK
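Stable Schneider cell line, Gal4 DNA-binding domain fused to ROR gamma, UAS-luciferase. Cmpd 1 hr RT → CuSO4 700 uM final → 20 hr RT → luciferase reagent 10 min → luminescence.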
ELG1 genotoxic – inducers of genotoxicity in HEK293T ELG1-luciferase cells; HEK293T ELG1-luciferase reporter, luminescence, 16 h; Potency, µM (titrated, usually from 46 µM), for the others: at the top dose activity change, positive = activation, actives largely listed as activators; hit rate 1.3% among 330,000; note: % of control where 0% means no effect; nearly all actives have a fitted effect of over 60% in size
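After overnight (16 hr) compound treatment at 37 °C, ELG1-luciferase HEK293T cells were lysed with ONE-Glo; luminescence quantified 30 min later at room temperature.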
uPA generation – cell surface uPA generation inhibition | cell surface uPA generation assay, qHTS | Potency, µM (titrated, usually from 38.3 µM), inactives show top-dose activity change, negative = inhibition, actives largely listed as inhibitors | hit rate 0.31% among 330,000; active = well fitted inhibition curve with a large enough effect; inconclusive = small, poorly fitted or top-dose-only effect; inactive = no such curve, though single readings can be large or run the other way; tested in mouse RAW 264.7 cells; note: % is set by controls: 0 for no effect and ±100 for the full control effect; nearly all actives have a fitted effect of over 55% in size
p53 reactivator – restores transcriptional activity of mutant p53 | H1299 p53-A138V BP100-luciferase reporter, luminescence, 24 h | AID 504706 | hit rate 0.063% among 320,000 | Potency, µM (doses to about 92.2 µM), for inactives: top-dose activity change, positive = activation, actives largely listed as activators; note: % of control where 0% means no effect; nearly all actives have a fitted effect of over 45% in size
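p53-null H1299 cells stably carrying temperature-sensitive p53-A138V and a BP100-luciferase reporter were pinned with compounds (4-point, 1:5 series) and held 24 hrs at 37 deg C. Luminescence was read 10 min after detection reagent.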
Rab9 promoter act – Rab9 promoter activation. Huh7 Rab9 promoter-luciferase reporter, luminescence, 24 h. AID 485297. hit rate 2.8% among 320,000. Potency, µM (titrated, usually from 9.22 µM), for inactives: at the highest dose activation, negative = inhibition, actives largely listed as activators; note: % of control where 0% means no effect; nearly all actives have a fitted effect of over 60% in size
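Huh7 cells stably carrying Rab9 promoter–luciferase reporter, plated 1500 cells/well, compound added after 2 h and incubated 24 h at 37 °C; luciferase luminescence then read after 10 min with detection reagent.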
MLL CXXC-DNA inh – MLL CXXC-DNA interaction inhibition. Q03164. MLL-CXXC / FITC-HOXA9 DNA fluorescence polarization. Potency, µM (doses to about 115 µM), inactives show top-dose activity change, negative = inhibition, usual class: inhibitors. hit rate 0.037% among 290,000; active = well fitted inhibition curve with a large enough effect in the polarisation, with a control signal flat, not every such curve was filed as active; inconclusive = small, poorly fitted or top-dose-only effect, or effect the other way, or a change in a side signal; inactive = no such curve, though single readings can be large or run the other way; the % refers to the polarisation
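Purified MLL-CXXC (added from a 7 uM solution) was preincubated 5 min at ambient with pinned compounds in 50 mM Tris-HCl pH 7.5, 50 mM NaCl, 1 mM DTT, 0.05% BSA. Fluorescein-labeled HOX-A9 DNA (50 nM solution) followed, 30 min, then polarization read.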
Active calls of the source: *; ? = inconclusive; / = no result given; & = joins results of further samples; [ ] = dose if it differs, or a comment. Unless noted, calls come from the whole dose curve; as a rule, active = well fitted curve in the direction sought with a large enough effect; inconclusive = small, poorly fitted or top-dose-only effect, or another doubt; inactive = no such curve, though single readings can be large; an effect the other way counts as inactive or inconclusive. Potency is the fitted concentration of half-maximal effect. Some of the compounds tested. The share of hits here may be higher or lower than overall.

SMILES	NPC1 promoter act	BRCA1 expr up	MBNL1-CUG inh	FLuc modulator	Gal4-VP16 FLuc	RORg inh	ELG1 genotoxic	uPA generation	p53 reactivator	Rab9 promoter act	MLL CXXC-DNA inh
O=C(N/N=C1\CC(c2ccccc2)Oc2ccccc21)c1cccnc1 (stereo not given)	7.0%	-74.5%	-5.5%	-14.1%	3.98µM*	5.62µM*	5.7%	-5.8%	-3.2%	1.3%	5.4%
NC(=O)c1ccc(SCC(=O)OCC(=O)NCc2ccco2)c([N+](=O)[O-])c1	0.0%	-14.5%	/	3.1%	/	/	1.0%	7.7%	4.4%	-5.4%	/
COC(=O)C1=C(C)NC(c2c(O)ccc3ccccc23)C(C(=O)OC)=C1C (stereo not given)	-0.4%	-14.2%	8.1%[11.5 µM]	0.3%	0.8%	-3.1%	-0.5%	-0.5%	-7.2%	-1.9%	-8.4%
O=C(c1ccc(-c2ccccc2)cc1)N1CCN(c2ccccn2)CC1	-5.7%	-3.0%	-1.1%	-16.9%	2.1%	-3.6%	-8.8%	-0.2%	-3.4%	-1.8%	-2.4%
COc1ccc2c(=O)c(-c3ccccc3C)c(C)oc2c1	-5.6%	51.7%	5.6%	-2.6%	-8.7%	9.9%	0.7%	-2.2%	-8.5%	-27.8%	-4.6%
COc1ccc(Cn2ccnc2SCC(=O)Nc2ccccc2F)cc1	1.7%	14.1%	-0.6%	-2.5%	-12.6%	-3.9%	10.2%	6.2%	7.9%	-0.6%	-8.1%
COC(=O)c1ccc(NC2CC(=O)N(c3ccccc3C)C2=O)cc1 (stereo not given)	1.5%	?	0.8%	9.6%	-1.6%	27.1%	-6.9%	-1.0%	3.4%	-0.2%	-3.1%
Cn1c(=O)[nH]c(=O)c2c1nc1n2CCS1	-4.6%	-11.0%	-7.6%	6.1%	0.0%	26.2%	0.9%	8.1%	-1.4%	1.4%	6.0%
CSCCC(NS(=O)(=O)c1ccc(Cl)cc1)C(=O)OCc1cccc(Cl)c1 (stereo not given)	-2.6%	-52.1%	-14.4%	2.2%	-12.9%	28.4%	-2.3%	2.8%	-1.8%	-1.7%	2.4%
O=Cc1cc(CCC(=O)O)ccc1O	0.2%	-77.4%[inhibitor]	-11.2%	-8.7%	0.2%	?	1.4%	-1.4%	17.9%	-15.0%	4.0%
Cc1ccc(-c2n[nH]c(=S)n2/N=C/C=C/c2ccccc2[N+](=O)[O-])cc1	-1.7%	-53.6%	19.3%	-3.6%	-24.3%	4.47µM*	-2.5%	-0.1%	28.8%	-9.6%	-27.2%
CCN(CC)CCn1c2c(c(SCC(=O)Nc3ccc(C(C)C)cc3)nc1=O)CCC2	-0.4%	-35.6%	/	-4.2%	/	/	?	0.0%	-1.2%	1.2%	/
COc1cc([N+](=O)[O-])cc(/C=N/NC(=O)C(C)Nc2cccc(C)c2)c1O (stereo not given)	1.7%	-27.6%	?	5.0%	1.12µM*	0.891µM*	-0.1%	-0.9%	3.3%	-0.6%	18.4%
Cc1n[nH]c(C)c1S(=O)(=O)N1CCCC(C(=O)Nc2ccc(Br)cc2)C1 (stereo not given)	-5.2%	-32.1%&-45.8%	4.4%	1.2%&-9.4%	-7.3%	31.8%	-9.7%	17.0%	0.8%	-5.7%	8.7%
CCOCCCNC(=O)c1c(C)c(C(=O)OCC)n(C)c1C	-0.6%	5.7%	8.6%	2.7%	3.9%	-14.8%	3.3%	/	-1.7%	-6.9%	-0.7%
COc1cccc(NC2=NCCCCC2)c1	-1.6%	-0.6%	-4.2%	-0.5%	1.6%	5.1%	0.7%	-1.8%	-3.0%	16.5%	-4.1%
O=C(O)C1Cc2[nH]cnc2C(c2ccccc2O)N1 (stereo not given)	0.5%	-17.5%	-10.2%	-10.5%	-3.9%	-5.2%	0.4%	2.3%	2.9%	-3.6%	10.5%
COc1ccc(NC(=O)NC2(C(=O)N3CCCCC3)CCCCC2)cc1	1.0%	-1.3%	-11.2%	-1.2%	-10.2%	-7.5%	-11.2%	-2.8%	-0.3%	0.2%	-7.3%
CC(C)OCCCNC(=O)CN1C(=O)/C(=C/c2ccccc2F)Oc2ccccc21	-3.4%	-10.8%	-4.1%	6.4%	-20.8%	-0.2%	7.4%	-1.2%	9.9%	-2.5%	-0.5%
Cn1c(CCCCCN)nc2ccccc21	-4.1%	13.4%	-10.3%	5.9%	4.1%	3.7%	-5.0%	-3.5%	0.8%	1.1%	6.0%
COC(=O)c1cc(S(=O)(=O)N2CCN(Cc3ccccc3)CC2)cn1C	-1.7%	-23.5%	0.7%	2.1%	-4.2%	7.2%	0.5%	-2.0%	/	3.7%	/
CN(CC(=O)Nc1ccccc1Cl)C(=O)C1CCN(C(=O)c2ccc(Cl)cc2)CC1	-2.3%	-15.0%	7.2%	0.2%	-5.7%	22.3%	-0.3%	-1.7%	-10.8%	6.9%	4.7%
CCCNC(=O)N1CCN(C(=O)NCCC)CC1	-3.9%	-26.7%	0.5%	0.8%	0.4%	-8.4%	-0.3%	-1.4%	1.6%	5.0%	-6.9%
CC(=O)Nc1ccc(C(=O)NNC(=O)c2ccc(Cl)cc2)cc1	-1.3%	-18.8%	-7.4%	-2.8%	17.6%	-22.6%	-1.9%	11.4%	24.2%	-3.6%	-10.3%
COc1cccc(CN(C(=O)/C=C/c2ccc(Cl)cc2)C2CCS(=O)(=O)C2)c1 (stereo not given)	-1.4%	-40.1%	10.2%	1.7%	-5.6%	26.6%	-11.4%	1.1%	-2.4%	-2.3%	2.7%

Arranged by formula weight (lowest first): part of the list above.
SMILES	NPC1 promoter act	BRCA1 expr up	MBNL1-CUG inh	FLuc modulator	Gal4-VP16 FLuc	RORg inh	ELG1 genotoxic	uPA generation	p53 reactivator	Rab9 promoter act	MLL CXXC-DNA inh
O=C(O)C1Cc2[nH]cnc2C(c2ccccc2O)N1 (stereo not given)	0.5%	-17.5%	-10.2%	-10.5%	-3.9%	-5.2%	0.4%	2.3%	2.9%	-3.6%	10.5%
O=C(N/N=C1\CC(c2ccccc2)Oc2ccccc21)c1cccnc1 (stereo not given)	7.0%	-74.5%	-5.5%	-14.1%	3.98µM*	5.62µM*	5.7%	-5.8%	-3.2%	1.3%	5.4%
COC(=O)C1=C(C)NC(c2c(O)ccc3ccccc23)C(C(=O)OC)=C1C (stereo not given)	-0.4%	-14.2%	8.1%[11.5 µM]	0.3%	0.8%	-3.1%	-0.5%	-0.5%	-7.2%	-1.9%	-8.4%

(more compounds)
SMILES	NPC1 promoter act	BRCA1 expr up	MBNL1-CUG inh	FLuc modulator	Gal4-VP16 FLuc	RORg inh	ELG1 genotoxic	uPA generation	p53 reactivator	Rab9 promoter act	MLL CXXC-DNA inh
COc1ccc([C@H]2CC(=O)C=C(c3ccc(OC(F)(F)F)cc3)C2)cc1	-0.9%	10.5%	/	-4.4%	/	/	6.8%	1.8%	?	-3.4%	/
Cc1ccc(CN(C(=O)c2ccco2)C(C(=O)NC2CCCC2)c2cccnc2)cc1 (stereo not given)	-6.8%	-31.9%	6.1%	2.3%	-1.8%	-4.3%	-2.4%	-3.0%	-2.2%	-9.8%	1.1%
O=C(CN1C(=O)c2ccccc2S1(=O)=O)Nc1ccc(S(=O)(=O)N2CCCCCC2)cc1	0.7%	-0.8%	2.8%	4.0%	-2.2%	4.3%	1.6%	2.8%	1.5%	-6.2%	15.8%
CN(CCC#N)C(=O)COC(=O)C1c2ccccc2Oc2ccccc21	-0.1%	-4.2%	-4.7%	-2.5%	-9.0%	-9.8%	-0.1%	5.2%	-2.2%	-0.1%	16.9%
CC1CCN(c2ccc([N+](=O)[O-])cc2C(N)=O)CC1	0.1%	-4.7%	?	4.4%	9.1%	3.8%	-7.9%	2.8%	-2.4%	-11.5%	6.7%
O=C1C(=O)N(CCCn2ccnc2)C(c2cccc(Br)c2)/C1=C(\O)c1ccc2c(c1)OCCO2 (stereo not given)	-2.4%	2.7%	73.4%[activator]	-5.1%	4.6%	-4.9%	-0.2%	-3.4%	23.6%	3.5%	17.6%
CCN(C(=O)CSc1nnc(-c2ccc(Cl)cc2)n1C)C1CCS(=O)(=O)C1 (stereo not given)	-1.7%	2.9%	-4.5%	3.0%	-1.1%	10.0%	0.1%	1.9%	0.2%	-2.4%	-12.5%
